# Cav32 inh: Cav3.2 calcium influx blockers – cell-based, Fluo-4 calcium fluorescence, FDSS, MLSMR library, primary screen | Voltage-dependent T-type calcium channel subunit alpha-1H (Homo sapiens), O95180 | Cav3.2-expressing cells; hits give low values | B-score at 10 µM | actives 4% (n = 100,000);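 active = single-dose well whose peak fluorescence ratio is a statistical outlier from its plate by either plate-standardised score or position-corrected B-score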
# An asterisk follows results filed as active.
compound	Cav32 inh
O=c1oc(-c2ccco2)nc2sc3c(c12)CCCC3	-0.3
CC(C)c1cc(C(=O)O)on1	0.66
O=C(CCSc1nc(-c2ccco2)cc(C(F)(F)F)n1)NCc1cccs1	-1.7
COc1ccc(CC(=O)OCN2C(=O)c3ccccc3C2=O)cc1	-0.012
CCN(CC)c1cc(CS(=O)c2ccccc2)nc(-c2ccccc2)n1 (stereo not given)	-1.8
O=C(NC(Nc1nc2ccc([N+](=O)[O-])cc2s1)(C(F)(F)F)C(F)(F)F)c1ccccc1	-8.2*
Cc1cc(C(F)(F)F)nn1CC(=O)NNC(=S)Nc1ccc(F)cc1	-0.021
COc1ccc(NC(=O)[C@@H]2CC=C[C@@H]3CCN(Cc4ccccc4)C(=O)[C@@H]32)cc1	-0.046
COC(=O)C1=C(C(=O)OC)[C@@H]2N(C)c3ccc(OC)cc3[C@@]23C[C@@H](C(=O)OC)N(C(=O)C2CCC2)C3=N1	-0.0095
Cn1c(=O)[nH]c(=O)c2c1nc(NCCCO)n2Cc1ccc(F)cc1	-0.1
Cc1cccc(NC(=O)c2nc[nH]c2C(=O)N[C@@H](CCCCNC(=O)OC(C)(C)C)C(=O)OC(C)(C)C)c1	-2.1
Cc1ccc(-c2nn(C)c(=O)c3ccccc23)cc1CO	1.4
CCn1c(SCC(=O)Nc2nc3c(s2)CCCC3)nnc1-c1ccccc1	-1.5
O=C(Nc1nc2ccccc2s1)c1cc2c(s1)-c1ccccc1OC2	-0.03
Cc1cccc(OCC(=O)N(Cc2cccs2)C2CCS(=O)(=O)C2)c1C (stereo not given)	0.34
CSc1cccc(NS(=O)(=O)c2ccccc2)c1	-1
CCOC(=O)c1ccc(NC(=O)COc2ccc(S(=O)(=O)NC(C)C)cc2)cc1	0.84
COc1cc(C(=O)N2CCN(S(=O)(=O)c3ccc(F)cc3)CC2)cc(OC)c1OC	-0.9
O=C(Cn1cccc1C(=O)c1ccccc1)NCCN1CCOCC1	-0.063
COC(=O)C1=C(O)/C(=C\c2ccc(O)c(OC)c2)N=C1C	-0.6
O=C(COc1ccc(S(=O)(=O)N2CCCCC2)cc1)NCc1cccnc1	-0.5
CCC1CCCCN1C(=O)CSc1nc2c([nH]c3ccccc32)c(=O)n1C (stereo not given)	-0.38
O=C(CCCN1C(=O)c2ccccc2C1=O)N1CCc2ccccc2C1	1.3
Cc1ccccc1Oc1ncccc1C(=O)/C(C#N)=C/N(C)C	1.2
N#CC1C(C#N)N2CCCN2C1c1ccc(Cl)cc1 (stereo not given)	0.11
O=C(NC1CCCc2ccccc21)c1cccc(S(=O)(=O)N2CCN(c3ccccc3)CC2)c1 (stereo not given)	-10*
CCCn1c(SCc2cc(=O)oc3ccc4ccccc4c23)n[nH]c1=O	-3
COc1ccc(NC(=S)NCc2ccco2)c(OC)c1	-0.15
O=C(CCc1nc(-c2ccccc2F)no1)NC1CCCCCC1	-0.57
CCCCN1C(=O)c2ccc(C(=O)Nc3c(N)n(CCCC)c(=O)n(C)c3=O)cc2C1=O	0.29
Cn1c(=O)cc(OCC(=O)N2CCN(c3cccc(C(F)(F)F)c3)CC2)c2ccccc21	-0.045
O=C(NCCn1ccc2ccccc21)c1ccc2c(c1)OCO2	0.15
Cc1csc2nc(CCNS(=O)(=O)c3ccc4c(c3)OCCO4)cn12	0.13
CCOc1ccc(N2CC(C(=O)OCC(=O)NCc3ccccc3)CC2=O)cc1 (stereo not given)	1.6
COc1cc(OC)cc(C(=O)OCn2nnc3ccccc3c2=O)c1	1.1
COc1ccc2c(c1)c1ncn(CCCN3CCOCC3)c(=O)c1n2C	-0.058
CCS(=O)(=O)NCCc1cc2c(OC)ccc(OC)c2[nH]c1=O	0.52
Cc1ccc(C(=O)CN(C(=O)c2ccc(Cl)cc2)N2C(=O)c3ccccc3C2=O)cc1	-0.54
Cc1ccc2cc(CCNC(=O)c3c(-c4ccccc4Cl)noc3C)c(=O)[nH]c2c1	-4.5*
Cc1nc(NC(=O)c2cccnc2)ccc1Br	0.38
O=C(CCCn1c(SCC(=O)c2ccc(O)c(O)c2)nc2ccccc2c1=O)NCC1CCCO1 (stereo not given)	1.7
CC(=O)c1ccc(-n2nncc2C)cc1	-0.033
c1ccc(-c2cnc(-c3ccccn3)nn2)cc1	1.2
N#CCC(=O)N/N=C/c1ccc(Sc2nc3ccccc3s2)o1	-5.3*
COc1ccc(CN2CCCCC2C(=O)Nc2ccc(OC)c(OC)c2)cc1OC (stereo not given)	-2.3
CCOC(=O)CSc1nc2c(c(=O)[nH]c(=O)n2C)n1CCCc1ccccc1	0.64
COc1ccc(-c2noc(C3CCCN(C(=O)c4cccs4)C3)n2)cc1 (stereo not given)	-0.67
O=c1cc(N2CCCCC2)c(-c2ccccc2)nn1Cc1c(Cl)cccc1Cl	-0.22
COc1cc(C(=O)OC(C)CN2CCCC2)cc(OC)c1OC (stereo not given)	1.3
CC(NS(=O)(=O)c1ccc(OCC(=O)N2CCOCC2)cc1)c1ccccc1 (stereo not given)	-0.46

# (further entries)
compound	Cav32 inh
COC(=O)c1ccc(CSc2nc3ccc(Cl)cc3[nH]2)o1	-3.5
CCC(=O)N1Cc2ccccc2-c2ccccc2C1=O	-3.1
Cc1c(O)c(CN2CCCC2)cc2c3c(c(=O)oc12)CCC3	1.1
C=CCn1c2ccccc2c2nnc(SCC(=O)Nc3cc(C)on3)nc21	0.17
Cc1cccc(N2CCN(C(=O)c3ccc4nc(-c5ccco5)c(-c5ccco5)nc4c3)CC2C)c1 (stereo not given)	-6.5*
CC(=O)Nc1cccc(OCC(=O)NS(=O)(=O)c2ccc(C)cc2)c1	0.85
Cc1csc(N(C)C(=O)CSc2nnc(COc3cccc4ccccc34)o2)n1	-0.0067
CCC(C(=O)NC(C)CCc1ccccc1)n1nc(C)n2c(cc3occc32)c1=O (stereo not given)	-0.81
O=C(Nc1ccncc1)C1CCCN(S(=O)(=O)c2cccc3cccnc23)C1 (stereo not given)	-0.16
Cc1cc(C)n(-c2nnc(C)n2/N=C/c2ccccc2OCc2ccccc2Cl)n1	-5.6*
O=C(OCC(=O)N1CCN(C(=O)c2ccco2)CC1)c1ccccc1OCc1ccccc1	0.33
C=CCSc1nc2c(c(=N)n1CC=C)C1CCCC1S2 (stereo not given)	-0.65
COC(=O)[C@H](CCSC)NC(=O)Nc1ccc(OC)c(Cl)c1	0.55
COc1ccc(-c2cc3ccccc3oc2=O)cc1NC(=O)c1ccc([N+](=O)[O-])o1	0.00041
Cc1cc(NC(=O)CCC(=O)N(c2cccnc2)C(C(=O)NC2CCCC2)c2ccccc2F)no1 (stereo not given)	-0.054
CCOC(=O)COc1c(OC)cc(Cl)cc1C1NC(=O)NC(C)=C1C(C)=O (stereo not given)	0.079
Cn1c(=O)c2c(nc(NC3CCCCC3)n2Cc2ccccc2)n(C)c1=O	-1.4
CCC(c1nnnn1CCC(C)C)N1CCC(C(N)=O)CC1 (stereo not given)	0.92
O=C(OCn1nnc2ccccc2c1=O)c1ccc(S(=O)(=O)N2CCOCC2)cc1	0.53
CCCc1cc(NCCCCO)n2c(nc3ccccc32)c1C#N	3.2
COc1cccc(C(c2sc3nc(C)nn3c2O)N2CCN(C(=O)c3ccco3)CC2)c1 (stereo not given)	-0.45
COc1cc2nc(CC(C)C)n(NC(=O)c3ccccc3)c(=O)c2cc1OC	0.3
C=CCNc1ncnc2c1cnn2-c1cccc(C)c1	-0.066
CCOC(=O)C1CCCN(Cc2cc(Br)c(OC)cc2OC)C1 (stereo not given)	0.31
COCCCNC(=O)c1cc2c(-c3ccc(Cl)cc3)nn(C)c2s1	0.42
COc1ccc(-c2[nH]nc(-c3ccccc3)c2-c2nc3ccccc3[nH]2)cc1	-6.2*
C=C1C(=O)O[C@@H]2C[C@@H](C)[C@@H]3C=CC(=O)[C@@]3(C)[C@@H](OC(C)=O)[C@H]12	2.4
CC(C)NC(=O)CCCc1ccccc1	0.15
COc1ccc([C@H]2[C@H](C(=O)C(C)(C)C)N3N=Cc4ccccc4C3[C@]23N=C(c2ccccc2)OC3=O)cc1 (stereo not given in full)	-2.1
CCN(CC)CCCNC(=O)c1cc(-c2ccc(O)cc2)on1	-0.021
COc1ccc([N+](=O)[O-])cc1NC1C2CC3CC(C2)CC1C3 (stereo not given)	-0.26
CCNC(=O)c1c(O)c2cccc3c2n(c1=O)CC3	-0.16
Cc1cc(C)n(-c2cc(N3CCOCC3)nc(-c3ccccc3)n2)n1	-0.33
Cc1cccc(N2CC(O)=C(c3nc4ccccc4n3C)C2=N)c1	0.5
O=C1c2ccccc2C(=O)N1CC1=CCS(=O)(=O)C1	-0.17
CC(C)OC(=O)CCC(=O)Nc1nc2ccccc2s1	-1.5
CC(=O)Nc1cccc(C(=O)N2CCN(Cc3ccccc3)CC2)c1	1.1
COc1ccccc1NC(=O)c1nnn(CC(=O)Nc2ccccc2)c1N	-1.2
CCOc1ccc(C(C(=O)NC2CCCCC2)N(C(=O)c2ccco2)c2ccc(-n3cnnn3)c(C)c2)cc1 (stereo not given)	-0.32
OCc1nnc2c3ccccc3c(-c3ccccc3)nn12	-0.64
Nc1[nH]n2c(=O)c3c(nc2c1N=Nc1ccc(Cl)cc1)CCCC3	-8.7*
COc1ccc(C(CCN2CCCC(C)C2)c2c(OC)cc(OC)c3c(-c4ccccc4)cc(=O)oc23)cc1 (stereo not given)	-1.4
CN(C)c1ccc(C(=O)OCC(=O)NCC2CCCO2)cc1 (stereo not given)	-0.56
COC(=O)C1=C(C)n2cnnc2NC1c1ccc(Cl)cc1 (stereo not given)	0.25
CCOc1ccccc1NC(=O)CCC(=O)Nc1ccccc1OCC	0.41
O=CN1CCC(=O)N(Cc2ccccc2)c2ccccc21	-0.037
CC(C)c1ccc(NC(=O)COc2nnc(-c3cccs3)c(-c3cccs3)n2)cc1	-5.1*
CCc1nc2c(C#N)c(-c3ccc(Cl)cc3)ccn2n1	0.041
CC(C)OC(=O)c1cc(NC(=S)Nc2ccc([N+](=O)[O-])cc2)cc(C(=O)OC(C)C)c1	-0.78
CCCC(C)(C)NC(=O)CCCCC(=O)NC(C)(C)CCC	-0.014

# The results go on:
compound	Cav32 inh
CCOC(=O)CSc1nnc(-c2ccc(Cl)cc2Cl)o1	-0.068
Cc1cccc(NC(=O)CCN2CCN(C/C=C/c3ccccc3)CC2)c1	-1.2
CCCSc1nc(-c2ccccc2)cc(C(F)(F)F)c1C#N	-3.1
COc1ccc(NC(=O)CSc2nc(N)c(C#N)cc2C#N)cc1	-0.0027
CCOC(=O)CNC(=O)CSc1nnc(Cn2cnc3ccccc32)n1C	-0.41
COc1ccc(C(=O)NC(C)c2nnc(SCC(=O)Nc3nc4ccccc4s3)n2C)cc1 (stereo not given)	-1.8
O=C(c1sc2ccccc2c1Cl)N1CCN(c2ccc(F)cc2)CC1	-3.8
Cc1ccc(-c2nnc(-c3ccncc3)n2-c2ccc(C)cc2)cc1	0.0083
O=C(c1ccc2c(=O)n(CC3CCCO3)c(=S)[nH]c2c1)N1CCN(c2ccccc2)CC1 (stereo not given)	-2.5
Cc1ccccc1C(=O)N/C(=C/c1ccc(-c2cccnc2Cl)o1)C(=O)NCCCN1CCN(C)CC1	0.38
C#CCNC(=O)C1=C[C@@H](C2CCCCC2)[C@H](CCCO)[C@@H](OCC)O1	0.2
CCN1CCCC(NC(=O)c2scc3c2CCCC3)C1 (stereo not given)	0.89
COc1cc(OC)c(C(=O)Nc2ncn[nH]2)cc1OC	-0.058
COc1ccc(N2CC(C(=O)Nc3ccc(N4CCOCC4)cc3)CC2=O)cc1 (stereo not given)	0.56
Cc1cc2n(n1)C(c1sccc1C)Nc1c(C)cccc1-2 (stereo not given)	-1.3
O=C(C1CCCO1)N1CCC(c2nc3ccccc3[nH]2)CC1 (stereo not given)	0.43
CC(C)NC(=O)c1ccc(C2SCC(=O)N2Cc2ccccc2)cc1 (stereo not given)	0.79
O=C(Cn1nnc2ccccc2c1=O)Nc1ccc2c(c1)CCC2	-0.67
CCN(CC)CC(=O)NC12CC3CC(CC(C3)C1)C2	0.5
O=C1CC(c2ccco2)CC(O)=C1C=NCC1NCCc2ccccc21 (stereo not given)	0.63
Cc1cc(C)c2oc(-c3ccc(C)c(NC(=S)NC(=O)/C=C/c4ccco4)c3)nc2c1	-0.36
Cc1c(C(=O)N2CCN(C)CC2)oc2c1C(=O)CC(C)(C)C2	0.51
Cc1ccc(C(=O)N/C(=C\c2sccc2C)C(=O)NCc2ccco2)cc1	-0.54

# Screening results as filed in PubChem.

# Only part of the results is shown; count on the stated rates, not on these rows.
